Screens deposited in PubChem BioAssay by National Center for Advancing Translational Sciences (NCATS).
SNCA viab count: counter-screen for SNCA expression inhibitors: cell viability; AID 1671193; actives 0.12% (n = 150,000); HEK-293-SNCA-luc viability, GF-AFC fluorescence, 24 h; Potency, µM (titrated, usually from 57.1 µM), for the others: at the top dose activity change, negative = cytotoxicity, hits mostly cytotoxic;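 also: potency is read from the fitted curve at half-maximal effect; 0% = DMSO-treated cells and -100% = medium-only wells without cells; nearly all actives have a fitted effect of over 30% in size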
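HEK-293-SNCA-luc cells (1500/well) plated 24 h, then exposed 24 h to a dilution series; GF-AFC added 30 min at 37C, fluorescence 405/540 nm; normalised to medium-only and DMSO wells, Hill fit.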
GPT2 inh: blocks human glutamate pyruvate transaminase 2; Q8TD30; Recombinant GPT2, coupled pyruvate oxidase/HRP Amplex Red fluorescence; Potency, µM (doses to about 57.7 µM), inactives show top-dose activity change, negative = inhibition, hits mostly inhibitors; actives 0.25% (n = 100,000); AID 1671188; also: potency is read from the fitted curve at half-maximal effect; nearly all actives have a fitted effect of over 60% in size; many of its hits are not listed in these tables
Target sequence (Q8TD30 whole entry, looked up): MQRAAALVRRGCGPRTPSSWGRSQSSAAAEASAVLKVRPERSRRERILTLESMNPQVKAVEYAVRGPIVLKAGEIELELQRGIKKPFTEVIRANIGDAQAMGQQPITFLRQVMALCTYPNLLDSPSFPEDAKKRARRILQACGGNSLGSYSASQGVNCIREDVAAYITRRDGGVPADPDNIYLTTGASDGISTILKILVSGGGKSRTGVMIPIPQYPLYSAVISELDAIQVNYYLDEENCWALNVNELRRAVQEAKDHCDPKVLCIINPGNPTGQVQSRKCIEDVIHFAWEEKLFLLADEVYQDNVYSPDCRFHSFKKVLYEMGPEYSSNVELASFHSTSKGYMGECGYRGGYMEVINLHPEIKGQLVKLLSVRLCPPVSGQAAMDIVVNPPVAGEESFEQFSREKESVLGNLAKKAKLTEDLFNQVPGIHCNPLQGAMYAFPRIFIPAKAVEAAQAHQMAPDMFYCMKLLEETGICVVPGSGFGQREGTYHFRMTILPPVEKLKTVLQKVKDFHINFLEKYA
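Inhibition is scored from Amplex Red fluorescence generated when pyruvate oxidase and HRP act on pyruvate released by GPT2. Reactions contain 10ng/uL enzyme, 250uM a-KG and 2mM L-alanine and run 30 min at room temperature.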
Luciferase inh: blocks purified firefly luciferase enzyme activity; actives 2.5% (n = 76,000); Potency, µM (doses to about 115 µM), without a hit: at the top dose activity change, negative = inhibition, hits mostly inhibitors; purified P. pyralis luciferase, luminescence, biochemical; AID 1347043; also: potency is read from the fitted curve at half-maximal effect; nearly all actives have a fitted effect of over 65% in size
Target sequence (P08659 whole entry, looked up): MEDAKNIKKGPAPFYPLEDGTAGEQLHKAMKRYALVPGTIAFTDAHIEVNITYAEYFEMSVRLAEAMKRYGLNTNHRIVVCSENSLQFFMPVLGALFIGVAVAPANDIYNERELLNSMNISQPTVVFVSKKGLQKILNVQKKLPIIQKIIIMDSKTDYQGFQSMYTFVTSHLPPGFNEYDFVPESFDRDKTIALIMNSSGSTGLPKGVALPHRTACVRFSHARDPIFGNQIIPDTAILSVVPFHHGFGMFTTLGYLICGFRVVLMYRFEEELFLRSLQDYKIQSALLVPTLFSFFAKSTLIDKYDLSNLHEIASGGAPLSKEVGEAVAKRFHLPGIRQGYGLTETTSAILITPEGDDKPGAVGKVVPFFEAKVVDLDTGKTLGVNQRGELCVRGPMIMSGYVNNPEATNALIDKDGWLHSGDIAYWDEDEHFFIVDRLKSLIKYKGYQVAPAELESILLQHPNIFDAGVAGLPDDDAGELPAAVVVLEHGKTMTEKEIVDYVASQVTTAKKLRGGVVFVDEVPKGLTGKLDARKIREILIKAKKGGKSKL
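Biochemical qHTS: compound (6-point titration) added to 10uM D-luciferin plus 10uM ATP in Tris acetate pH 7.5 buffer with Mg, Tween-20 and BSA, then purified enzyme at 10nM; light output imaged.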
3T3 cytotox: NIH 3T3 cell cytotoxicity | NIH 3T3 viability, CellTiter-Glo ATP luminescence, 48-72 h | Potency, µM (series often up to 96.7 µM), inactives show at the top dose activity change, negative = cytotoxicity, hits mostly inhibitors | actives 4.3% (n = 94,000); also: potency is read from the fitted curve at half-maximal effect; nearly all actives have a fitted effect of over 55% in size
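Luminescent ATP readout (CellTiter-Glo, 10 min RT) after 48 or 72 hr compound exposure of NIH 3T3 cells seeded at 400 cells/well in 1536-well format; quantitative HTS.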
HEK293 tox: HEK 293 cell cytotoxicity; HEK 293 viability, ATP luminescence (CellTiter-Glo), 48-72 h; Potency, µM (doses to about 115 µM), inactives show at the highest dose activity change, negative = cytotoxicity, usual class: inhibitors; actives 6.6% (n = 94,000); AID 1345083; also: potency is read from the fitted curve at half-maximal effect; nearly all actives have a fitted effect of over 60% in size
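Luminescence from cellular ATP, measured with CellTiter-Glo, indicates HEK 293 viability. Cells plated at 250 cells/well are treated with compound for 48 or 72 hr at 37 degree Celsius before reagent addition.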
IP6K1 inhibitor: IP6K1 kinase inhibition; Q92551; IP6K1 kinase, ADP-Glo luminescence, 2 h; active compounds read low; activity change, % (series mostly up to about 58 µM); AID 1645851; actives 0.81% (n = 140,000); in the data active = activity change below about -25%
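ADP-Glo luminescence measures ADP made by human IP6K1 during a 2 h RT reaction with ATP/IP6 (mix at 1.3 mM/130 uM); top library doses 57.5 and 19.1 uM final.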
SNCA expr inhib: SNCA gene expression inhibition; HEK-293 SNCA-luciferase knock-in, luminescence, 24 h; Potency, µM (series often up to 57.2 µM), inactives show top-dose activity change, negative = inhibition, most hits filed as inhibitors; actives 0.17% (n = 140,000);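 also: potency is read from the fitted curve at half-maximal effect; plate controls were DMSO cells for no effect and cell-free wells for full effect; nearly all actives have a fitted effect of over 45% in size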
* = called active by the depositor; i = inactive; ? = inconclusive; . = not tested or not shown; [ ] = another dose, or the depositor's remark. Unless noted, calls follow the shape of the dose curve; as a rule, active = well fitted curve in the direction sought with a large enough effect; inconclusive = small, poorly fitted or top-dose-only effect, or another doubt; inactive = no such curve, though single readings can be large; an effect the other way counts as inactive or inconclusive. Unless noted, % is scaled to controls: 0 for no effect and ±100 for the full control effect. This is a subset, so the mix of outcomes need not match the whole.

SMILES	SNCA viab count	GPT2 inh	Luciferase inh	3T3 cytotox	HEK293 tox	IP6K1 inhibitor	SNCA expr inhib
CCN(CCCNC(=O)c1ccc(Sc2ccc(Cl)cc2)c(NC(C)=O)c1)c1cccc(C)c1	-7%	.	.	.	.	9	28%
CCCS(=O)(=O)N1CCC2(CC1)CC(=O)N(Cc1cc(F)cc(F)c1)C2	7%	-3%[11.5 µM]	3%	0%	-3%	19	-1%
Cc1noc(C)c1S(=O)(=O)NCCc1noc(-c2cccnc2)n1	5%	2%	2%	1%	i	-9	4%
COC[C@@H]1CN(C(=O)c2ccc(C#N)cc2)C[C@H]1C(N)=O	3%	2%	7%	0%	-3%	0	0%
CCN(C(=O)CN1C(=O)C(c2ccccc2)=NC12CCCCC2)c1cccc(C)c1	-2%[12.5 µM]	i	-1%	?	40µM*	16	-31%
O=C1CCN(S(=O)(=O)c2ccccc2)CCCNCCN1	-5%	i	-3%	-4%	4%	10	9%
O=C(NCc1ccc(F)cc1)c1nc(-c2cc(Cl)cc(Cl)c2)c2ccccn12	-1%	-10%	-6%	-27%	?	35	-18%
CCc1ccc(CNC(=O)CN2CCSc3ccccc32)cc1	7%	.	.	.	.	13	56%[activator]
CCOCCn1c(=O)n(Cc2cc(OC)ccn2)c2cc(C(=O)O)cnc21	-1%	-4%	11%	-3%	-14%	-2	?
COc1ccc(Cl)cc1NC(=O)CSc1nc(-c2cccs2)cc(C(F)(F)F)n1	13%	.	.	.	.	28	?
COc1cccc2c1cc1c(=O)n(CC(=O)N3CCN(c4cccc(C(F)(F)F)c4)CC3)nc(C)n12	13%	.	.	.	.	-21	-10%
Cc1cccc(C(=O)Nc2nnc(S(=O)(=O)N3c4ccccc4CC3C)s2)c1 (stereo not given)	8%	.	.	.	.	17	9%
O=C(c1ccc2c(Cl)c3c(nc2c1)CCCC3)N1CCN(c2ccccc2F)CC1	7%	.	.	.	.	-12	2%
CC1(CCCCN2CCOCC2)COc2ccc(C(=O)Nc3ccccc3)cc2N1 (stereo not given)	1%[87.6 µM]	-7%[88.5 µM]	?	?	?	6	91%[activator][87.6 µM]
O=C(CN1C=NS(=O)(=O)c2ccccc21)Nc1ccc(F)cc1	-11%	.	.	.	.	5	-7%
Cc1ccc2sc(NC(=O)c3ccc4c(c3)OCCO4)nc2c1C	-3%	.	.	.	.	7	100%[activator]
CN(C)CC1(O)CCC2(CCN(C(=O)c3[nH]nc4c3CCc3ccccc3-4)CC2)CC1	-11%	i	0%	-14%	-4%	14	58%[activator]
O=C(NC1CCCC1)NC1CCN(c2ccc3nnc(-c4ccccc4)n3n2)C1 (stereo not given)	.	.	.	?	?	-6	.
CC(C)NC(=O)O[C@@H]1CC[C@]2(C)C(CC[C@@H](O)[C@H]2CC(=O)NCc2ccc(F)cc2)[C@]1(C)CO (stereo not given in full)	7%	-27%	-8%	-22%	-13%	2	2%
COc1ccc(C2CC(=O)c3cc(-c4nc(-c5cccc([N+](=O)[O-])c5)cs4)c(=O)n(-c4ccc(OC)cc4)c3C2)cc1 (stereo not given)	-3%	.	.	.	.	19	?
CSc1cccc(NC(=O)Cn2c(N3CCOCC3)nc(C)cc2=O)c1	?	3%	3%	-19%	?	9	3%
O=C(Nc1nccs1)c1ccc2c(c1)OCCN(C1CCC1)C2	-9%[87.6 µM]	0%[88.5 µM]	22µM*	?	?	-4	106%[activator][87.6 µM]
O[C@H]1CN[C@H](c2nc(-c3ccc(OC(F)(F)F)cc3)no2)C1	9%[87.6 µM]	1%[88.5 µM]	32µM*	-26%[174 µM]	?	0	113%[activator][87.6 µM]
Cc1ccc(C(=O)N2CCCCC2C(=O)Nc2cccc(-c3nnc(C)s3)c2)cn1 (stereo not given)	2%	?	0%	?	-24%	-6	-1%
COc1ccc(C(=O)N2CCC(N3C(=O)C(OCC4CC4)C34CCOCC4)CC2)cn1 (stereo not given)	-2%	1%	-1%	2%	i	-11	30%[activator]
O=C(CCC1CCN(S(=O)(=O)c2ccccc2)CC1)NC1CCCC1	2%	i	3%	?	?	13	2%
COc1cccc(CN2CCOCCNC(=O)[C@H]3CCCC[C@H]32)c1OC	5%	i	5%	-19%	-18%	3	-21%
COc1ccc(C2(C(=O)N3CCC(CC(=O)NC4CC4)C3)CC2)cc1 (stereo not given)	-4%[12.5 µM]	i	-8%	0%	4%	5	-10%
CS(=O)(=O)N(Cc1ccccn1)C1CN(C(=O)c2ccoc2)C1	1%	?	.	-2%	-1%	8	-10%
CN1CCOc2c(C(=O)NCCC(N)=O)cc(-c3ccccc3OC(F)(F)F)cc21	-11%[87.6 µM]	-6%[88.5 µM]	-1%[172 µM]	?	?	-14	-9%[87.6 µM]
COc1ccc2c(c1)c1c(c(=O)n(-c3cccc(C)c3)c(=O)n1CC(=O)Nc1c(C)cc(C)cc1C)n2C	-4%	.	.	.	.	9	-4%
CC(C)CN1C(=O)c2ccccc2C(C(=O)NC(C)C)C12CCCCC2 (stereo not given)	-6%	i	-4%	-5%	?	30	?
C[C@@]12CCC[C@H]1[C@@H]1CC[C@H]3C[C@@H](O)CC[C@]3(C)[C@H]1CC2	15%[23.9 µM]	?	.	.	.	-1	-19%[25.6 µM]
Cc1ccccc1CN1C(=O)C2(c3ccccc31)N(c1ccccc1)C(=O)CS2(=O)=O (stereo not given)	2%	.	.	.	.	18	18%
CC1=NS(=O)(=O)N(C)C=C1C(=O)OCc1noc(-c2ccccc2Cl)n1	4%	i	?	?	?	-16	-27%
COCCOc1ccc(C(=O)N[C@@H]2CN(C(=O)Nc3ccc(F)cc3)CCC[C@H]2O)cc1	1%	-3%	1%	-20%	1%	12	3%
COc1ccc(-c2cnc3[nH]cc(CC(=O)Nc4cccc(N(C)C)c4)c3c2)cc1	-28%[87.6 µM]	-43%[88.5 µM]	5%[172 µM]	?	?	-20	27%[87.6 µM]
COCC1CN(C(C)=O)CC12CCN(Cc1cc(Cl)ccc1F)CC2 (stereo not given)	7%	i	0%	-20%	?	2	1%
CCCn1c(=N)n(CC(O)COc2ccccc2OC)c2ccccc21 (stereo not given)	6%	.	.	.	.	8	-1%
CCCNC(=O)NCC(=O)N1CCCCCCNC(=O)CC1c1ccccc1 (stereo not given)	-6%	i	-3%	-5%	-29%	2	-27%
O=c1n(-c2ccncc2)nc2n1CCN([S+](=O)([O-])c1cccc(C(F)(F)F)c1)C2	3%	i	15%	-19%	?	-13	-15%
CCc1ccc2oc(-c3cccc(NC(=O)C(C)(C)Oc4ccc(Br)cc4)c3)nc2c1	7%	.	.	.	.	7	78%[activator]
CC(=O)NC[C@H]1CCN(C(=O)c2ccc(C(F)(F)F)cc2)C[C@H]1N(C)C	0%[12.5 µM]	-10%	9%	-5%	1%	18	5%
CCCN(CC1CCOC1)C(=O)NCc1ccc(F)cc1 (stereo not given)	11%	i	4%	-5%	-4%	0	1%
Cc1cn2nc(C(=O)Nc3cccc(F)c3C)cc2c(N2CCCC2)n1	?	i	0%	?	3%	0	4%
COCC(=O)N1CCC(Oc2ccccc2C(=O)NCCc2ncccc2C)CC1	-13%	-13%	2%	?	-9%	11	-12%
CCCC(=O)N1c2ncnn2C2(CCCCC2)[C@@H]2CCCC[C@@H]21	-2%	.	.	.	.	-16	-13%
Cc1ccc(C2Cn3nnc(C(=O)N4CCN(C(=O)c5cccc(F)c5)CC4)c3CO2)cc1 (stereo not given)	-14%	i	9%	-22%	?	5	-8%
COc1ccc(C2(C(=O)NCC34CCCC=C3NC(=O)CC4)CC2)cc1 (stereo not given)	-8%	i	12%	-5%	2%	-15	-8%
CC(C)(C)C(=O)N1CCC(c2nn(-c3ccccc3)c(=O)[nH]2)CC1	-3%[87.6 µM]	1%[88.5 µM]	50µM*	-10%[138 µM]	?	12	67%[activator][87.6 µM]
Cc1cc(C)c(NC(=O)CSc2nc3ccccc3nc2N2CCCCC2)c(C)c1	2%	.	.	.	.	15	0%
CN(Cc1ccccc1)Cc1cccn1C	11%[87.6 µM]	i	6%[230 µM]	-11%[174 µM]	0%[230 µM]	12	36%[87.6 µM]
COc1ccc(C(=O)N2CCC(C(=O)N3CCCC3c3nc4ccncc4[nH]3)CC2)cc1 (stereo not given)	1%	3%	.	-5%	-9%	1	-18%
O=C(c1cc[nH]c(=O)c1)N1C[C@@H](CO)[C@H](c2ccccn2)C1	3%	-22%	-14%	-7%	-19%	0	-12%
CN1CCC(C(=O)N2Cc3ccccc3CC3(CCN(Cc4ccccn4)CC3)C2)CC1	-6%	0%	.	-14%	-12%	-1	20%
Cc1c(C(=O)N2CCOCC2)oc2c1-c1nn(CC(=O)NCc3ccccc3)cc1CC2	-1%	.	.	.	.	21	?
COCCNC(=O)CCn1c(=O)c2cc(OC)c(OC)cc2n(CC(=O)Nc2ccccc2OC)c1=O	1%	.	.	.	.	28	7%
COC(=O)NCCNC(=O)c1cccc(-c2ccc(SC)cc2)c1	-2%[12.5 µM]	i	.	-12%	?	5	26%
CC(C)C(=O)Nc1nc2c(s1)CC(C(C)(C)C)CC2 (stereo not given)	-10%	.	.	.	.	-7	39%[activator]
CCc1ccc(C(=O)N2CCC3(CC2)N(CCOC)C(=O)CS3(=O)=O)cc1	-22%	i	0%	-12%	1%	-4	-26%

Compound profiles, from the list above:
CC(C)C(=O)Nc1nc2c(s1)CC(C(C)(C)C)CC2 (stereo not given) across the screens: SNCA viab count: -10%; GPT2 inh: .; Luciferase inh: .; 3T3 cytotox: .; HEK293 tox: .; IP6K1 inhibitor: -7; SNCA expr inhib: 39%[activator]
CC(C)(C)C(=O)N1CCC(c2nn(-c3ccccc3)c(=O)[nH]2)CC1 across the screens: SNCA viab count: -3%[87.6 µM]; GPT2 inh: 1%[88.5 µM]; Luciferase inh: 50µM*; 3T3 cytotox: -10%[138 µM]; HEK293 tox: ?; IP6K1 inhibitor: 12; SNCA expr inhib: 67%[activator][87.6 µM]

(continued)
SMILES	SNCA viab count	GPT2 inh	Luciferase inh	3T3 cytotox	HEK293 tox	IP6K1 inhibitor	SNCA expr inhib
Cc1ccc(-c2nnc([C@H]3CCN(Cc4ccc(CO)o4)C3)o2)cc1	1%[87.6 µM]	-4%[88.5 µM]	?	-19%[174 µM]	-15%[172 µM]	16	72%[activator][87.6 µM]
CC(=O)NCc1nnc2n1C(C(=O)NCCCc1ccccc1)CC2 (stereo not given)	-6%[12.5 µM]	-4%[88.5 µM]	.	-10%[138 µM]	-14%[172 µM]	8	-12%[87.6 µM]
CCCNC(=O)N(C1CCOCC1)C1CCN(C(=O)c2ccccn2)CC1	-12%	i	-3%	i	9%	0	-22%
Cc1cnc(CCNC(=O)CC2CCCCC2)n1CC1CC1	7%	-6%	3%	i	-1%	-7	-16%
O=C(NCc1ccc(F)cc1)N1CCC(OC2CCN(Cc3ccccc3)CC2)CC1	-3%	i	-5%	-25%	?	-10	9%
